NPY1 pot ag = human NPY-Y1 potentiation or agonism, primary screen. AID 1304. P25929. NPY-Y1 expressing cells, potentiator/agonist activation. 220,000 compounds, 0.37% hits. activation, % at 3.6 µM; in the data active = activation above about 33%, passing the limit was not always enough;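 also: cells stimulated with NPY at EC10 then isoproterenol at EC100; 0% = low agonist plus stimulus and 100% = saturating agonist plus stimulus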
Target sequence (P25929 whole entry, looked up): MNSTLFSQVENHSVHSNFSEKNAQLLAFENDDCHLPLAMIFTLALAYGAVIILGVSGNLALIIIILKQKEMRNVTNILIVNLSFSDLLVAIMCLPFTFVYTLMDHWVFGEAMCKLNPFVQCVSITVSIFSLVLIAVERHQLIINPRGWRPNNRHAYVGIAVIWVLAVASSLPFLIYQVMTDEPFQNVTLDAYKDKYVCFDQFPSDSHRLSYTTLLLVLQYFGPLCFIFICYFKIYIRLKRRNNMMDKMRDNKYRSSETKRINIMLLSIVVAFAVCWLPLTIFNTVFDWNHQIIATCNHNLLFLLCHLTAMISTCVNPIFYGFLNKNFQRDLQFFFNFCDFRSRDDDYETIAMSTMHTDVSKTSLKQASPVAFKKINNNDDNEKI
NPY-Y2 PAM-ag = potentiates or activates human NPY-Y2 receptor; P49146; cells expressing NPY-Y2, potentiator/agonist read-out; activation, % at 3.6 µM; 220,000 compounds, 0.45% hits; AID 1359; in the data active = activation above about 27%;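 also: cells stimulated with NPY near EC25 plus isoproterenol at EC100; 0% = vehicle plus submaximal agonist and 100% = vehicle plus saturating agonist; some results beyond the cut were filed as inactive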
BaF3 parental = reduces parental Ba/F3 cell viability, JAK2V617F counter-screen. AID 1486. inhibition, % at 5.6 µM. CellTiter-Glo ATP luminescence. 220,000 compounds, 1.1% hits;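 active = inhibition above a per-campaign cutoff, the mean inhibition of all tested compounds plus 3 SD, cut at about 27% in these data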;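 also: 0% = DMSO wells and 100% = JAK Inhibitor I control wells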
NPY Y1 blocker = NPY-Y1 (human) receptor antagonism. 200,000 compounds, 1% hits. AID 1040. inhibition, % at 3.6 µM. HEK293-CNG Y1 cells, membrane potential fluorescence; NPY at EC95, then isoproterenol;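 active = inhibition above the campaign mean inhibition of all tested compounds plus 3 SD, cut at about 20% in these data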;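 also: 0% = DMSO wells given NPY plus isoproterenol and 100% = isoproterenol alone without NPY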
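Material: HEK293 cells co-expressing NPY Y1 receptor and cyclic-nucleotide gated channel. Timing: compound incubation 1 h at room temperature, readout 45 min post-stimulation. Signal: fluorescence, membrane potential probe.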
CHOP inhibitor = CHOP inhibition in unfolded protein response. CHO-K1 CHOP-promoter luciferase, tunicamycin-induced, 15-18 h. inhibition, % at 10 µM. 220,000 compounds, 3.8% hits. AID 2732;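 active = compounds that reduced the stress-induced luciferase reporter signal by more than about 70% of percent inhibition, limit read from the data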;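 also: 0% = tunicamycin plus vehicle and 100% = wells without tunicamycin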
Ba/F3 V617F tox = reduce viability of Ba/F3 cells dependent on JAK2V617F | AID 1446 | Ba/F3 EpoR-JAK2V617F viability, ATP luminescence | 220,000 compounds, 1.1% hits | inhibition, % at 5.6 µM;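 active = inhibition above the campaign mean plus 3 SD over all tested compounds, cut at about 24% in these data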;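 also: cytokine-independent growth of Ba/F3 cells driven by EpoR plus mutant JAK2; 0% = DMSO-treated cells and 100% = JAK inhibitor I control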
S1P4 ag = activates the human S1P4 receptor. O95977. AID 1509. S1P4-expressing cell line, agonist reporter assay. activation, % at 4.98 µM. 220,000 compounds, 0.35% hits; in the data active = activation above about 11%;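 also: 0% = DMSO vehicle and 100% = reference agonist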
p47phox inh = inhibitors of human p47phox binding; inhibition, % at 24.7 µM; P14598; 220,000 compounds, 0.53% hits; p47phox/p22phox peptide binding, fluorescence polarization, 2 h;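 active = inhibition above about 30%, limit read from the data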;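 also: 0% = p47phox with labelled peptide and 100% = labelled peptide alone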
Target sequence (P14598 whole entry, looked up): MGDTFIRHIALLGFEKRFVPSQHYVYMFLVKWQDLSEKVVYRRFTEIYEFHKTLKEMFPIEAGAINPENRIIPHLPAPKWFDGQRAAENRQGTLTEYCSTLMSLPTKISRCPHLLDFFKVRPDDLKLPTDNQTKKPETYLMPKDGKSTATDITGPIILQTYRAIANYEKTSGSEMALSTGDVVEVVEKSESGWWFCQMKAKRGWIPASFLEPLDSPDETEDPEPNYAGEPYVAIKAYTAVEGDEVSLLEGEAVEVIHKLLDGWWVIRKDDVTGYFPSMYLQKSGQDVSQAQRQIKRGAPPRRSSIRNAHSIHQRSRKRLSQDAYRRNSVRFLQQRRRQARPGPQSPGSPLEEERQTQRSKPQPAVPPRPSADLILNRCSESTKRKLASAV
S1P4 antagonist = antagonists of human S1P4 receptor. 220,000 compounds, 0.26% hits. S1P4-expressing cells, antagonist mode, reporter read-out. AID 1510. inhibition, % at 4.98 µM; in the data active = inhibition above about 29%;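 also: 0% = wells stimulated with agonist and 100% = vehicle wells without agonist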
Active calls of the source: *; x = no result given.

SMILES	NPY1 pot ag	NPY-Y2 PAM-ag	BaF3 parental	NPY Y1 blocker	CHOP inhibitor	Ba/F3 V617F tox	S1P4 ag	p47phox inh	S1P4 antagonist
CCOc1ccc(N=CC2=C(O)CC(C)(C)CC2=O)cc1	-6	9	0	-3	11	1	-0.7	-5	18
Cc1cc(N2CCOCC2)nc2cc(O)ccc12	11	1	5	-1	-8	1	1.5	-6	5
Cc1c(-c2cc(C(=O)O)no2)cnn1C	9	12	-1	0	-9	-6	3.7	3	-19
O=C(Nc1ccccc1Cl)C1CC(=O)n2c(nc3ccccc32)N1 (stereo not given)	-9	-4	0	-6	-6	-1	-1.7	-1	-2
COc1ccc(N2CCN(C(=O)COCC(=O)O)CC2)cc1	-5	0	6	3	6	2	0.3	-11	5
O=C1CC(N2CCN(c3cccc(C(F)(F)F)c3)CC2)C(=O)N1c1ccc(F)cc1 (stereo not given)	9	-5	6	-14	66	2	-1.5	-20	-15
Clc1ccc(CNC2CCCC2)c(Cl)c1	-41	0	-1	3	-2	-3	1.1	-1	3
CCOC(=O)CN1N=C(/C=C/c2ccccc2)CCC1=O	-8	3	6	3	x	-1	-0.5	x	-14
CC1SCC(NC(=O)c2cccc(Cl)c2)CS1 (stereo not given)	7	-15	-1	x	7	-5	1.1	-4	-8
CC(=O)Oc1ccc(C)cc1N1C(=O)c2ccc(C(=O)O)cc2C1=O	-14	-15	4	-4	2	-3	-0.1	-10	2
Cc1nn(-c2ccccc2)c2sc(C(=O)NC3CC3)cc12	-6	45*	-1	0	-1	-3	-1.2	-8	3
CC(C)OCCCNC(=O)C1CCN(S(=O)(=O)N2CCCCC2)CC1	15	11	-1	3	-4	-5	0.3	-8	-11
Cc1ccc(C(=O)NC2CCCCNC2=O)cc1C (stereo not given)	11	-16	2	x	-14	-5	-0.1	-11	-11
CN(c1ccccc1)S(=O)(=O)c1ccc(C(=O)OCC(=O)NCc2ccco2)cc1	-17	-6	6	1	-149	-1	2.5	-21	8
COc1ccc(N2C(=O)c3ccc(NC(C)=O)cc3C2=O)cc1	5	1	0	-1	23	-4	-0.8	-4	1
CCOc1ccc(/C(O)=C2/C(=O)C(=O)N(CCN(CC)CC)C2c2cccs2)cc1 (stereo not given)	7	7	-4	x	-21	2	-0.6	-17	-9
Cc1ccc(C)c(SCC(=O)OCC(=O)N2CC(C)OC(C)C2)c1 (stereo not given)	-5	-1	8	2	14	0	2.0	-1	-5
COc1ccc(N2C(=O)C3C4c5ccccc5C(C=Nc5ccc(C)cc5C)(c5ccccc54)C3C2=O)cc1 (stereo not given)	28	22	2	0	x	-5	0.6	x	12
COCC(=O)Nc1nc2n(n1)C(c1ccccc1Cl)CC(c1ccc(OC)cc1)N2 (stereo not given)	-1	-6	3	7	15	2	1.8	-8	-15
C=CCn1c(Br)nc2c1c(=O)n(C)c(=O)n2C	3	-2	1	-4	6	6	3.1	-3	1
CCCOC(=O)c1c(NC(=O)c2cnn3c2NC(c2ccccc2)CC3C(F)(F)F)sc2c1CCCC2 (stereo not given)	17	17	6	-7	17	-1	-0.5	-19	-5
O=C(CCC(=O)OCC(=O)c1ccc(C(F)(F)F)cc1)OCC(=O)c1ccc(C(F)(F)F)cc1	19	1	-2	x	3	-2	1.4	15	-3
Cc1c(NS(=O)(=O)c2cccc(C(=O)OCC(=O)N(C)C3CCCCC3)c2)c(=O)n(-c2ccccc2)n1C	-6	-2	2	1	-13	-3	1.6	-4	-18
COc1ccc(NC(=O)CCC(=O)OCC(=O)c2ccc(Oc3ccc([N+](=O)[O-])cc3)cc2)cc1	2	8	1	2	-5	-3	3.3	-9	-1
C#CCN1C(=O)S/C(=C\c2ccc(N3CCOCC3)cc2C)C1=O	-13	-20	11	2	-2	4	-2.0	-8	3
COc1cc(NC(=O)c2cc(CC(C)C)on2)c(OC)cc1Cl	-30	-9	4	5	33	2	0.6	-7	33*
CCOc1ccc(NC(=O)CNc2ccc(C)cc2Cl)cc1	12	-2	3	6	91*	-2	3.1	-1	4
N#CC1=C(N)Oc2c(ccc3ccccc23)C1c1ccsc1 (stereo not given)	3	-20	7	3	29	4	-1.3	-59	2
Cc1ccc(-c2cc(C(F)F)n3ncc(C(=O)N4CCN(c5cccc(C)c5C)CC4)c3n2)cc1	-9	3	8	-1	45	-1	1.5	-51	0
Cc1cccc(NC(=O)C2CCCN2C(=O)Oc2ccccc2)c1C (stereo not given)	8	16	-1	4	-4	-4	-0.9	-7	1
Cc1ccc(CNC(=O)Cn2c(=O)c3sccc3n(Cc3ccc([N+](=O)[O-])cc3)c2=O)cc1	-7	11	5	-2	55	-1	-0.2	15	-15
Cc1ccc(CN2CCN(/N=C/c3ccc(C(F)(F)F)cc3)CC2)c(C)c1	2	0	1	2	21	-3	0.5	-12	-18
COc1ccc2c(c1)c(=O)oc1c(C)c3occ(C)c3cc12	-15	-5	-1	-2	x	-4	0.0	x	-4
CC(=O)N1CC[n+]2c(-c3ccc(Cl)cc3)csc21	-6	9	8	0	2	3	1.5	3	-10
C/C(=N\Nc1ccc(C(=O)O)cc1)c1ccc(-n2ccnc2)cc1	-4	10	2	-1	-18	0	0.5	-10	16
CNC(=O)C1CC(=O)N(Cc2ccc3c(c2)OCO3)C(=Nc2ccc(F)cc2)S1 (stereo not given)	-18	-13	3	5	12	1	-0.8	-5	-10
CSc1nnc2c(n1)c(C)nn2-c1ccc(C)cc1	-19	-6	2	10	12	-3	1.9	-27	-27
CCOC(=O)CNC(=O)C(CC(N)=O)NC(=O)OC(C)(C)C (stereo not given)	-3	14	0	x	18	-2	2.0	-2	-10
CC(=O)C(=[N+]=[N-])C(=O)NCc1ccccc1	13	16	0	5	13	0	-0.2	-10	-6
Cc1cc(OCc2nn[nH]n2)c2c(C)c(Cc3ccccc3)c(=O)oc2c1	6	-1	3	-1	20	6	2.0	-11	-8
CSc1cccc(-n2c(C)cc(C(N)=O)c2C)c1	23	5	-3	-1	17	-4	1.3	-5	-12
COc1ccc(-c2[nH]ncc2-c2ccc3c(c2)OCCO3)c(O)c1	1	-1	0	3	69	-2	2.0	-18	1
Cc1cc(=O)oc(C)c1C(=O)NCc1cccnc1	8	-12	4	5	19	4	0.4	0	12
O=S(=O)(c1ccccc1)C1CON(Cc2ccccc2)C1c1ccccc1 (stereo not given)	4	2	8	16	27	0	1.4	-6	-3
Cc1ccc(OCCCC(=O)NCc2ccco2)cc1	-9	-8	5	3	24	-2	0.0	-18	-22
CCOc1ccccc1-c1nc(-c2ccncc2)no1	-14	-8	3	3	11	-2	0.4	-8	-8
COc1cc(CC(=O)Nc2ccc(S(=O)(=O)N(C)C)cc2)cc(OC)c1OC	6	-13	2	4	53	0	-0.5	-11	6
O=C(COc1ccccc1)N1c2ccccc2Sc2ccccc21	-6	-1	5	6	12	-1	1.6	-23	0
CSc1nnc(-c2cc(C)on2)n1-c1ccccc1	-9	-11	3	-5	-8	2	0.4	-1	-11
CCOC(=O)CSc1nc(C)c2cccc(C)c2n1	-5	-2	0	x	3	0	0.8	-5	4
COc1ccc(CC(=O)N2N=C(C)CC2(O)C(F)(F)F)cc1OC (stereo not given)	17	7	1	-4	22	-2	0.8	8	4
Cc1nn(Cc2cccc(C(=O)NC3CCCCC3)c2)c(C)c1Cl	2	0	1	-5	22	-2	-0.4	-5	2
Cc1ccnc(N2C(=O)c3ccccc3C2Nc2ccc3c(c2)OCCO3)c1 (stereo not given)	-3	3	2	1	38	-3	0.2	-7	-24
O=C(O)c1ncsc1-c1ccccc1	-11	-13	0	x	7	-1	0.0	-4	-4
COc1ccccc1N1C(=O)CC(Sc2ccccc2N)C1=O (stereo not given)	6	9	1	x	-2	3	1.3	-11	-3
Cc1ccc2nc(NC(=O)Cn3nc(C)c([N+](=O)[O-])c3C)sc2c1	-7	5	4	-1	33	-3	2.5	-4	-14
O=C(CO/N=C/c1ccc(OC(F)F)cc1)NCc1cccs1	-9	-3	4	4	4	-2	1.7	-9	-18
CC(=O)N1CCN(Cc2nc3cc(NC(=O)c4ccccc4C)ccc3n2C)CC1	4	-10	4	2	1	0	-0.7	-2	-12
CN(C)CCCOC(=O)C1c2ccccc2Oc2ccccc21	0	-6	1	3	-7	0	-0.5	2	-8
CCN(CC)S(=O)(=O)c1ccc(C)c(C)c1	-17	-2	5	0	5	-2	1.5	-2	-4

Sorted by heavy-atom count (ascending): some entries from above.
SMILES	NPY1 pot ag	NPY-Y2 PAM-ag	BaF3 parental	NPY Y1 blocker	CHOP inhibitor	Ba/F3 V617F tox	S1P4 ag	p47phox inh	S1P4 antagonist
Cc1ccc(C(=O)NC2CCCCNC2=O)cc1C (stereo not given)	11	-16	2	x	-14	-5	-0.1	-11	-11
Cc1nn(-c2ccccc2)c2sc(C(=O)NC3CC3)cc12	-6	45*	-1	0	-1	-3	-1.2	-8	3
COc1ccc(N2C(=O)C3C4c5ccccc5C(C=Nc5ccc(C)cc5C)(c5ccccc54)C3C2=O)cc1 (stereo not given)	28	22	2	0	x	-5	0.6	x	12

(more compounds)
SMILES	NPY1 pot ag	NPY-Y2 PAM-ag	BaF3 parental	NPY Y1 blocker	CHOP inhibitor	Ba/F3 V617F tox	S1P4 ag	p47phox inh	S1P4 antagonist
COc1ccc(-n2cnc3cc(NS(=O)(=O)c4ccccc4)ccc32)cc1	-22	-1	0	3	48	-4	0.7	-3	-9
O=C(Nc1ccc(F)cc1)N1CCn2c(nc3ccccc32)C1	-1	21	-3	-4	98*	-4	-2.8	1	13
Cc1ccccc1-c1noc(-c2ccc(O)cc2)n1	11	17	2	-2	105*	-3	0.2	-19	2
CN(C)c1ccnc2sc3c(=O)n(Cc4ccccc4)cnc3c12	7	-6	8	-2	41	7	2.2	-13	1
O=S(=O)(NC1CCCCC1)c1ccc(N2CCOCC2)nc1	4	-12	0	x	4	4	0.1	-15	5
NS(=O)(=O)c1ccc(NC(=S)Nc2cc(Cl)c(Cl)cc2Cl)cc1	13	2	4	1	7	-1	0.0	-20	-15
CCOC(=O)N1CCN(c2nc(=S)n(-c3ccccc3)c(C)c2C(C)=O)CC1	8	6	0	1	16	-4	0.8	-6	2
C/C(=N\NC(=O)c1cc(-c2ccccn2)nc2ccccc12)c1cccc([N+](=O)[O-])c1	-7	-2	1	-1	19	-4	0.6	-7	-9
C=C1SC(Nc2c(C)cc(C)cc2C)=NC12CCCCC2	24	4	1	x	53	0	0.6	-3	11
CCCOc1ccc(C(=O)N2CCN(c3ccc(NC(=O)CC)cc3Cl)CC2)cc1	-12	2	1	-5	13	-3	0.6	-4	-1
C#CCOCCOCCOCCNc1nc(N2CCN(C(=O)[C@H]([C@@H](C)CC)n3cc([C@@H](N)Cc4ccc(O)cc4)nn3)CC2)nc(N2CCN(C(=O)[C@H](CCCCN)n3cc([C@@H](N)CC(C)C)nn3)CC2)n1	4	-1	0	-3	5	1	0.6	18	14
COc1ccc(NC(=S)Nc2cccc(Cl)c2Cl)cc1OC	11	3	1	6	27	-4	-0.2	-10	2
O=C1CC(C(=O)O)C2(CCCC2)O1 (stereo not given)	12	11	-1	7	x	-3	2.1	x	-5
CC1CCN(S(=O)(=O)c2cn(CC(=O)N3CC(C)CC(C)C3)c(=O)c3ccccc23)CC1 (stereo not given)	-14	-18	7	-4	24	5	1.6	9	7
CC(=O)c1cc(CN2CCN(CCC(C)C)C(CCO)C2)cs1 (stereo not given)	21	-16	1	x	14	-5	0.1	-2	-2
CC(C)c1cc(C(=O)NCc2ccco2)no1	3	2	2	-1	11	-1	2.8	-14	-3
